ER stress rescue – protection against thapsigargin-triggered cell killing – 384-well, CSM14.1, ATP luminescence, primary screen (AID 1222) | cellular ATP content (survival), % at 20 µM; hits with a dose series show EC50 in µM | 190,000 tested, under 10 active | CSM14.1 thapsigargin-induced death rescue, ATP luminescence; higher % means a stronger effect;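 active means EC50 below 50 µM in the dose-response confirmation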;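 further: death triggered by thapsigargin at about 15 µM added after 2 h compound pretreatment; cell ATP read after overnight thapsigargin exposure of roughly 18 to 22 hours; normalized against plate controls of thapsigargin alone and 5% DMSO vehicle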
human PMI inhibition – inhibitors of human PMI, primary screen, biochemical, fluorescence intensity, coupled assay (AID 1209); purified PMI enzyme, coupled fluorescence intensity; higher % means a stronger effect; inhibition, % at 20 µM, or IC50 in µM where a hit was titrated; 190,000 compounds, 0.42% hits;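 further: plate controls were DMSO vehicle for no effect and wells lacking substrate for full effect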
PMI inhibition – human PMI inhibitors, high substrate, primary screen, biochemical, fluorescence intensity, high mannose 6-phosphate (AID 1220) | recombinant PMI enzyme, coupled fluorescence intensity; higher % means a stronger effect | inhibition, % at 20 µM; hits with a dose series show IC50 in µM | 190,000 compounds, 0.66% hits
P. falciparum M17LAP – P. falciparum M17LAP inhibitors, primary screen, biochemical, fluorogenic H-Leu-NHMec substrate, 1536-well (AID 1619); recombinant M17LAP, H-Leu-NHMec fluorogenic kinetic assay; higher % means a stronger effect; one-dose inhibition, % at 30 µM; IC50 in µM for titrated hits; 220,000 compounds, 0.38% hits;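 active means compound inhibiting the enzyme by more than half at any dose during confirmatory dose-response retesting; inconclusive means strong single-dose inhibitors picked by rank but not retested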;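 further: plate controls were full reaction with DMSO carrier for no effect and no enzyme background for full effect; strong numbers were not always called active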
TNAP activators – stimulation of alkaline phosphatase TNAP activity – biochemical, luminescent, no phosphate acceptor, uHTS, primary screen (AID 1001) | purified TNAP, luminescent activation assay, no phosphate acceptor; higher activation fold means a stronger effect | one-dose activation fold at 20 µM; EC50 in µM for titrated hits | 200,000 compounds, 0.03% hits; in the data active means activation fold from about 3, or a potency from the dose series; inactive means the rest, 99 in 100 with activation fold below about 1.6; further: many of its hits are not listed in these tables
XIAP antagonists – XIAP antagonists, biochemical, IAP family, fluorescence polarization (AID 1018). XIAP BIR domain, fluorescence polarization peptide displacement; higher % means a stronger effect. one-dose displacement, % at 20 µM; IC50 in µM for titrated hits. 200,000 compounds, 0.007% hits; in the data active means displacement above about 50%; further: a part of the inactive calls stands beside numbers as strong as those of hits
Myeloid diff MLP – myeloid differentiation induction. ER-HoxA9 myeloid progenitors, lysozyme-GFP differentiation, flow cytometry. calls only at 10 µM. 360,000 compounds, 1% hits;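 active means normalized GFP-positive differentiation at or above the plate's own cutoff, the solvent-only control mean plus 3 SD; inconclusive means no clear call, values can overlap the other calls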;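 further: cells exposed to compound for four days before flow analysis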
LYP inhibition – PTPN22 lymphoid phosphatase activity blockers – biochemical, fluorescence intensity, uHTS (AID 1779); 290,000 compounds, 0.054% hits; recombinant LYP phosphatase, fluorescence intensity; higher % means a stronger effect; inhibition, % at 11.5 µM, or IC50 in µM where a hit was titrated;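 further: plate controls were vehicle with enzyme for no effect and no enzyme for full effect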
M1AAP inhibition – malaria alanyl aminopeptidase activity blockers – biochemical, fluorogenic H-Leu-NHMec substrate, 1536-well (AID 1445). recombinant M1AAP, H-Leu-NHMec fluorogenic kinetic assay; higher % means a stronger effect. inhibition, % at 30 µM; hits with a dose series show IC50 in µM. 220,000 compounds, 0.42% hits;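 active means primary inhibition above the hit cutoff, then over 50% inhibition at one or more dose response concentrations, cut at about 23% in these data, passing the limit was not always enough; inconclusive means conflicting primary data, or primary hits not chosen for dose response; inactive means low primary inhibition, or under 50% at every dose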;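 further: plate controls were DMSO full reaction for no effect and no enzyme background for full effect; strong numbers were not always called active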
Myeloid diff MLP GFP+ MAC1+ % – also measured in Myeloid diff MLP; calls as there; GFP+ MAC1+ double positive, %; measured here: differentiation confirmed by MAC1 staining
Numbers without * were called inactive; i = inactive; ? = inconclusive; . = no result given. Unless noted, no stated cut-off is given here; in the data, active means inhibition above about 50%; inactive means the rest. Random draw from the library. About 2.7% of those tested had a hit in this group.

SMILES	ER stress rescue	human PMI inhibition	PMI inhibition	P. falciparum M17LAP	TNAP activators	XIAP antagonists	Myeloid diff MLP	Myeloid diff MLP GFP+ MAC1+ %	LYP inhibition	M1AAP inhibition
COc1ccc2c(c1)c(=O)c(C(=O)c1ccccc1)cn2Cc1ccc(C)cc1	-0.4%	8%	5%	11%	1.1	-0.4%	i	4.0	3%	7%
O=C(/C=C/c1ccccc1)NC(NC(=S)Nc1ccc(Cl)cc1)C(Cl)(Cl)Cl (stereo not drawn)	-0.9%	5%	-2%	4%	1.1	-4.7%	i	1.2	5%	2%
O=C(Nc1ccccc1)C1CCCN1C(=O)NCc1ccccc1 (stereo not drawn)	0.3%	-5%	-2%	-4%	1	1.2%	i	0.4	2%	-6%
N#Cc1nccnc1N1CCN(C(=O)Nc2ccccc2)CC1	.	.	.	-4%	.	.	i	0.7	-2%	-2%
Cc1ccc(C(=O)/C=C2/NC(=O)CS2)cc1	-3.5%	-11%	-13%	10%	1.2	-3.7%	i	0.6	6%	18%
COC(=O)c1ccc2nc(-c3ccc4c(c3)OCO4)cn2c1	-2.2%	8%	6%	-6%	1.1	-5.3%	i	0.7	-10%	1%
Cc1ccc(CNC(=O)C2CCC(=O)N2C2CCCCC2)cc1 (stereo not drawn)	-1.9%	-3%	2%	-1%	1	-14%	i	1.5	-8%	4%
COc1cccc(C2=NN(C(=O)c3cccs3)C(O)(C(F)(F)F)C2)c1 (stereo not drawn)	0.0%	16%	14%	-5%	1.1	-3.6%	i	0.3	-5%	8%
CCc1c(O)cc2n(c1=O)-c1ccc(Cl)cc1C2(C)C	-2.1%	3%	0%	0%	1.1	-5.3%	i	1.6	-5%	1%
Cc1nc(OCc2c(C)noc2C)c2ccccc2n1	-1.1%	4%	4%	3%	1.1	-21%	i	0.1	-3%	1%

One compound at a time, as listed above. Order of values: ER stress rescue, human PMI inhibition, PMI inhibition, P. falciparum M17LAP, TNAP activators, XIAP antagonists, Myeloid diff MLP, Myeloid diff MLP GFP+ MAC1+ %, LYP inhibition, M1AAP inhibition
Entry for `Cc1ccc(CNC(=O)C2CCC(=O)N2C2CCCCC2)cc1` (stereo not drawn) = -1.9%, -3%, 2%, -1%, 1, -14%, i, 1.5, -8%, 4%
Entry for `N#Cc1nccnc1N1CCN(C(=O)Nc2ccccc2)CC1` = ., ., ., -4%, ., ., i, 0.7, -2%, -2%

The results go on.
SMILES	ER stress rescue	human PMI inhibition	PMI inhibition	P. falciparum M17LAP	TNAP activators	XIAP antagonists	Myeloid diff MLP	Myeloid diff MLP GFP+ MAC1+ %	LYP inhibition	M1AAP inhibition
Cc1ccc(S(=O)(=O)NN=C2C3CC4CC(C3)CC2C4)cc1[N+](=O)[O-]	20%	-25%	-37%	3%	1.2	-6.6%	i	0.9	-7%	9%
Cn1nnnc1SCc1ccc(CSc2nnnn2C)cc1	0.5%	-10%	1%	-2%	1	-4.7%	i	1.4	-6%	-8%
CC(C)CC1=NN(C(=O)c2cccnc2)C(O)(C(F)(F)F)C1 (stereo not drawn)	-1.1%	-8%	-16%	-1%	1	-6.7%	i	0.2	-2%	0%
CCOc1nc(-c2ccccc2Cl)nc2ccccc12	.	.	.	-2%	.	.	i	0.6	-8%	4%
O=C(CSc1ccccc1C(=O)O)NCc1ccccc1	-1.1%	-14%	-13%	17%	1.1	-6.1%	i	0.6	1%	6%
Cc1cc(C)nc(N2CCC(C(=O)N3CCN(c4cc(Cl)ccc4C)CC3)CC2)n1	2.8%	0%	4%	0%	1.1	-0.8%	i	4.2	4%	7%
COCC(C)NC(C(=O)Nc1cccc(C(C)=O)c1)c1ccccc1 (stereo not drawn)	1.1%	4%	0%	12%	1.1	-6.0%	i	0.9	-5%	2%
Cc1ccc(C)c(N2CCN(C(=O)Nc3ccc4c(c3)N(C)C(=O)CS4)CC2)c1	3.3%	8%	2%	1%	2.2	0.4%	i	0.3	4%	0%
CC(NC(=O)C(CC(=O)OC(C)(C)C)NC(=O)OC(C)(C)C)C(N)=O (stereo not drawn)	1.4%	4%	5%	4%	1.1	-6.3%	i	0.9	-10%	-1%
Nn1cnc2sc3c(c2c1=O)CCC3	-3.3%	-4%	-4%	1%	1.1	-1.4%	i	0.7	-6%	4%
COc1ccc(N=CC2=C(O)CCCC2=O)cc1	-1.1%	12%	7%	14%	1.1	-6.3%	i	0.8	-4%	3%
Cc1ccc(Cn2nc3c(cc2=O)CCc2ccccc2-3)cc1	2.0%	14%	20%	-4%	1.1	-8.2%	i	0.5	-5%	-1%
CN1CCCC(OC(=O)/C(C#N)=C/c2ccccc2)C1 (stereo not drawn)	-1.2%	-10%	-7%	1%	1.1	-5.4%	i	1.1	-3%	-3%
COc1ccc(CN2C(=O)[C@@H]3C(c4ccc(F)cc4)=NO[C@@H]3C2=O)cc1	-1.0%	10%	8%	-18%	1.1	-6.2%	i	1.2	8%	1%
CN=C1c2ccccc2CN1c1cccc(C(=O)OC)c1	-0.6%	5%	5%	9%	1.1	-4.3%	i	1.1	-6%	0%
COc1ccc(C(=O)Cc2cc(OC)c(OC)cc2C(=O)c2ccccc2F)cc1OC	1.5%	9%	13%	0%	1.1	-31%	i	0.3	4%	4%
O=c1[nH]cnc2c1c(-c1ccccc1)cn2-c1ccc(F)cc1	-0.7%	33%	2%	38%	1	-5.8%	i	0.2	-7%	-2%
C/C(=N\O)C1(C)N(O)C(C)(C)C(c2ccco2)=[N+]1[O-] (stereo not drawn)	0.5%	5%	6%	-10%	1.2	-4.2%	i	0.1	-4%	-2%
CS(=O)(=O)N(Cc1ccc(C(=O)Nc2ccccc2Sc2ccccc2)cc1)c1ccccc1	-0.3%	10%	6%	4%	1.1	-7.1%	i	0.3	3%	10%
Cn1cc(-c2nc3ccccc3[nH]2)c2ccccc21	-3.4%	16%	15%	13%	1.1	-1.6%	i	0.8	-1%	5%
COc1ccc(NC(=S)N/N=C/c2cccn2Cc2ccccc2F)cc1	-0.6%	-3%	-3%	4%	1.1	-6.4%	i	0.5	1%	7%
C=CCNC(=O)/C=C/c1c(F)cccc1Cl	-2.1%	-4%	0%	8%	1.1	-7.7%	i	0.7	-4%	0%
Cc1cc(N2CCOCC2)n2nc(C)c(-c3ccccc3)c2n1	2.2%	5%	7%	-3%	1.1	-0.8%	i	0.0	1%	6%
COC(=O)CN(c1ccccc1)S(=O)(=O)c1cc(Br)ccc1OC	0.7%	11%	7%	-3%	1	-6.0%	i	0.2	-3%	0%
CC(C)=C(NC(=O)c1ccccc1)C(=O)N1CCOCC1	-1.3%	-8%	-6%	90%	1.1	-1.7%	i	0.9	-9%	-19%
COc1ccccc1N=CC=C1OC(C)(C)C(C)(C)O1	-0.5%	-20%	-14%	-12%	1.1	-3.8%	i	0.3	-7%	-13%
CCCc1[nH]nc2c1C(c1ccc(OC)c(Cn3nnc4ccccc43)c1)C(C#N)=C(N)O2 (stereo not drawn)	5.0%	10%	-4%	19%	1	-9.1%	i	0.6	-4%	6%
CC(=O)Nc1sc2c(c1-c1nc3ccccc3s1)CCN(C(C)C)C2	0.4%	19%	7%	-4%	1.3	-5.9%	?	.	1%	7%
COc1ccc(CC(=O)Nc2cccc(/C(C)=N/NC(=O)c3cccc([N+](=O)[O-])c3)c2)cc1	0.6%	-2%	-3%	27%	1.1	-16%	i	0.2	1%	8%
CCN(c1cccc(C(F)(F)F)c1)S(=O)(=O)c1ccc2c(c1)CCN2C(=O)C1CC1	-2.3%	12%	3%	-13%	1	0.5%	i	2.1	4%	1%
CC(=O)C1=C(c2ccccc2)NC(=O)NC1c1ccccc1OCC(=O)Nc1ccccc1 (stereo not drawn)	-1.0%	-4%	-4%	-6%	1.1	-16%	i	1.9	2%	-3%
O=C(CC(c1ccccc1)c1cc(Br)ccc1O)N1CCCC1 (stereo not drawn)	-0.6%	1%	-1%	-1%	1.1	-0.8%	i	0.6	-4%	-2%
COc1ccc(C(=S)NC2CCCCC2)cc1	-1.0%	34%	5%	-9%	1.1	-6.0%	i	0.7	2%	4%
COc1ccc(CCN2C(=NC(=O)CC(C)C)SC3CS(=O)(=O)CC32)cc1OC (stereo not drawn)	.	.	.	3%	.	.	i	0.3	-10%	2%
COc1ccc(C(=O)/C=C/Sc2nc3ccccc3o2)cc1	.	.	.	3%	.	.	i	1.0	-7%	1%
CC(C)n1c(N2CCN(CC(=O)NCc3cccs3)CC2)nc2ccccc21	-2.4%	-10%	-30%	-21%	1	-4.8%	i	0.4	1%	0%
CC(C)OC(=O)n1c(=S)oc2ccccc21	-1.9%	9%	3%	19%	1	-4.3%	i	0.7	-4%	6%
NCCc1nnc(SCc2ccccc2Cl)o1	.	.	.	6%	.	.	i	0.4	-5%	-3%
O=C(CSc1c(Cl)cccc1Cl)NC1CCCc2ccccc21 (stereo not drawn)	-2.0%	0%	-3%	0%	1.2	-1.7%	i	0.2	3%	-6%
CC1CC(C)CN(C(=O)C(NS(=O)(=O)c2ccc(Br)s2)c2ccccc2)C1 (stereo not drawn)	-1.8%	10%	10%	-11%	1	-8.2%	i	0.7	3%	10%
COc1ccc(C(=O)N2CCN(c3ccc(C)cc3)CC2)cc1OC	-0.8%	-1%	1%	3%	1.2	-3.0%	i	0.5	-2%	3%
Cc1ccc(C(C(=O)NC2CCCC2)N(Cc2ccc(F)cc2)C(=O)c2csnn2)o1 (stereo not drawn)	0.1%	8%	14%	-1%	1	-4.3%	i	1.4	-8%	3%
COc1ccc(/C=C2\SC(=S)N(CC(=O)N3CCN(C)CC3)C2=O)cc1	.	.	.	-5%	.	.	i	0.4	-6%	8%
Cc1cc(NS(=O)(=O)c2ccc(NC(=O)c3oc4ccccc4c3C)cc2)no1	-1.3%	15%	6%	21%	1.1	-7.6%	i	7.7	8%	7%
COC(=O)c1ccccc1NC(=O)CSc1nnc(C(CO)NC(=O)c2ccccc2Cl)n1C (stereo not drawn)	-3.7%	0%	-1%	7%	1.1	-1.6%	i	1.0	-4%	4%
CC[C@H](C)/C=C(C)/C=C/C1=CC2=CC(=O)[C@]3(C)OC(=O)[C@@H](C(C)=O)[C@@H]3C2=CO1	1.0%	-23%	-3%	2%	0.9	-5.9%	i	6.7	-2%	11%
CCC1=C(OC(=O)N(CC)CC)N2C(=O)OC(=NCCc3c[nH]c4ccccc34)[C@]2(C)[C@H]2C1=CC[C@H]1C(=O)N(CC)C(=O)[C@H]12	.	.	.	-3%	.	.	i	1.8	-6%	3%
C/C(CC(=O)NCCN1CCOCC1)=N\NC(=O)c1ccncc1	.	.	.	7%	.	.	i	0.2	-4%	2%
COc1cccc(-n2ccnc2SCC(=O)Nc2ccccc2)c1	0.0%	18%	3%	7%	1.1	-1.8%	i	1.0	-11%	5%
COc1cc(OC)c(OC)cc1CNCCNC(=O)c1nonc1N	-0.6%	5%	5%	-2%	1.2	-2.1%	i	0.5	-9%	13%

Bioassay records: PubChem BioAssay, several laboratories
